IDH1 R132H inh: human IDH1 R132H inhibition | IDH1-R132H enzyme, NADPH consumption, diaphorase/resazurin fluorescence | AID 602179 | Potency, µM (top dose mostly 76.6 µM), for the others: at the top dose activity change, negative = inhibition, most hits filed as inhibitors | O75874 | actives 0.093% (n = 390,000); also: potency is read from the fitted curve at half-maximal effect; % is scaled to controls: 0 for no effect and ±100 for the full control effect; nearly all actives have a fitted effect of over 65% in size
Target sequence (O75874 whole entry R132H, stated change not applied): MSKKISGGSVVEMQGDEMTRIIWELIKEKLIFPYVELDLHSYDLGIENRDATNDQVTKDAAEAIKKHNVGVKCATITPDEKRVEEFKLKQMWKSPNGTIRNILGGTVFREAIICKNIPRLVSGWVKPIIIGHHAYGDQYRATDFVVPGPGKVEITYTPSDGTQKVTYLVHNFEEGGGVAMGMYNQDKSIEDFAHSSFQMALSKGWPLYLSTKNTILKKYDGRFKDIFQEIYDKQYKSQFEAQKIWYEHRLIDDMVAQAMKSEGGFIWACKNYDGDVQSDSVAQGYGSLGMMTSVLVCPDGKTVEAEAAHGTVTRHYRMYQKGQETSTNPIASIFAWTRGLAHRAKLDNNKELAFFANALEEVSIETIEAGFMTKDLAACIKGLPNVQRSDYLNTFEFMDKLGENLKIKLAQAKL
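IDH1-R132H (0.5 ug/mL) preincubated 30 min with compound, then NADPH (0.016 mM) and alpha-KG (2 mM) added; 80 min at RT, pH 7.5. Remaining NADPH coupled via diaphorase/resazurin to fluorescence (540/590 nm); concentration-response curves normalized to no-enzyme control.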
Vif-A3G inh: blocks the Vif interaction with human APOBEC3G; Q9HC16; HeLa A3G-eYFP + Vif (tagged APOBEC3G with the HIV-1 protein that degrades it), YFP fluorescence, overnight; Potency, µM (series often up to 46.1 µM), inactives show top-dose activity, negative = active, actives largely listed as inhibitors; actives 0.076% (n = 410,000);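 also: potency is read from the fitted curve at half-maximal effect; % is scaled to controls: 0 for no effect and ±100 for the full control effect; nearly all actives have a fitted effect of over 60% in size; hits raise eYFP signal because A3G escapes Vif-driven loss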
Target sequence (Q9HC16 whole entry, looked up): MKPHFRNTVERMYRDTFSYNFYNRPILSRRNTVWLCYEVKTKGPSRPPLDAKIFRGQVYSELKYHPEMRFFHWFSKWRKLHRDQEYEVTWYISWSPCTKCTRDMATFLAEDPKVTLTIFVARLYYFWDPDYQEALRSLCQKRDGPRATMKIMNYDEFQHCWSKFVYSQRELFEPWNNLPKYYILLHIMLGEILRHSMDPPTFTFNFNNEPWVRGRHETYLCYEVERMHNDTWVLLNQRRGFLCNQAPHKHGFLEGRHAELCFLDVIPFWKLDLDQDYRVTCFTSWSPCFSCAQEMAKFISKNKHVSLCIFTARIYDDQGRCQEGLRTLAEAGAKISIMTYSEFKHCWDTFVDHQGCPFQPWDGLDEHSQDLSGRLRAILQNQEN
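HeLa cells stably expressing Vif and C-terminally eYFP-tagged A3G, seeded overnight at 37 deg C, then exposed to compound by pintool overnight at 37 deg C. Rise in yellow fluorescence (Ex 488/Em 500-530, Acumen) marks blocked Vif-driven A3G degradation.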
USP1-UAF1 inh: inhibitors of human USP1/UAF1 deubiquitinase; O94782; recombinant USP1/UAF1, Ub-Rhodamine cleavage fluorescence; Potency, µM (highest dose often 57.1 µM), for inactives: at the highest dose activity change, negative = inhibition, actives largely listed as inhibitors; actives 0.23% (n = 390,000); AID 743255; also: potency is read from the fitted curve at half-maximal effect; % is scaled to controls: 0 for no effect and ±100 for the full control effect; nearly all actives have a fitted effect of over 60% in size; inactives centre near -12
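High-throughput fluorogenic screen: 1nM USP1/UAF1 complex, Ub-Rho substrate 150nM final, 50mM HEPES pH 7.8 with 0.5mM EDTA, 0.1 mg/ml BSA, 1mM TCEP and 0.01% Tween-20.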
TrxR1 substrate: substrates of rat thioredoxin reductase 1; O89049; purified TrxR1 substrate turnover, NADPH consumption readout; Potency, µM (highest dose often 114 µM), for the others: at the highest dose activity change, negative = substrate turnover; actives 0.01% (n = 390,000); AID 588456; also: potency is read from the fitted curve at half-maximal effect; % is scaled to controls: 0 for no effect and ±100 for the full control effect; nearly all actives have a fitted effect of over 50% in size
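Rat TrxR1, dispensed at 90 nM, was prereduced with 400 uM NADPH (final) for 5 min at ~22 deg C, then incubated with compound 15 min before 400 uM selenite. A first-read NADPH fluorescence drop versus no-compound background flagged substrates.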
Vif-APOBEC3F blk: inhibitors of Vif-A3F interaction | HeLa A3F-eYFP + Vif (tagged APOBEC3F with the HIV-1 protein that degrades it), YFP fluorescence increase | Potency, µM (highest dose often 46.1 µM), for inactives: at the highest dose activity, negative = active | actives 0.2% (n = 390,000) | AID 602313; also: potency is read from the fitted curve at half-maximal effect; % of control where 0% means no effect; nearly all actives have a fitted effect of over 65% in size
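Fluorescence increase (Ex 488/Em 500-530) after overnight compound treatment at 37 deg C flags inhibition of Vif-driven A3F-eYFP loss in stable HeLa A3F-eYFP/Vif cells seeded overnight beforehand.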
RXFP1 ag: activates the human relaxin receptor RXFP1 | Q9HBX9 | HEK293T-RXFP1 cAMP TR-FRET, 30 min; response scale: percent of porcine relaxin response, buffer zero | Potency, µM (doses to about 57.5 µM), for inactives: at the highest dose activation, usual class: activators | actives 0.3% (n = 370,000); also: potency is read from the fitted curve at half-maximal effect; % is scaled to controls: 0 for no effect and ±100 for the full control effect; nearly all actives have a fitted effect of over 60% in size; many of its hits are not listed in these tables
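HEK293T cells stably expressing RXFP1 were pretreated with the PDE4 inhibitor Ro 20174, exposed to compounds for 30 min at 37C, lysed, and cAMP was read by TR-FRET. Data normalized to buffer (basal) and 29 nM porcine relaxin (100%).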
PI4K2A inh: PI4K2A (human) kinase inhibition; actives 0.13% (n = 420,000); AID 1346378; purified PI4K2A, ADP-Glo luminescence, 1 h; active compounds read low; activity change, negative = inhibition, % at 76.9 µM; Q9BTU6; in the data active = activity change below about -50%; inconclusive = mostly about -30% to -49%;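 also: -100% = wells without enzyme as full effect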
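In this quantitative HTS, ADP production by PI4K2A was quantified luminescently after 1 h at ambient temperature; 100 microM adenosine served as plate-quality control.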
Glioma ERSR ind: inducers of ER stress response in human glioma cells; U87-MG GRP78 promoter luciferase reporter, 16 h; Potency, µM, inactives show at the top dose activation, actives largely listed as activators; actives 0.02% (n = 420,000); AID 602332; also: potency is read from the fitted curve at half-maximal effect; series mostly up to about 76 µM; % of control where 0% means no effect; nearly all actives have a fitted effect of over 35% in size
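Stably transfected U87-MG human glioma cells carrying a GRP78-based luminescent sensor were seeded at 1000 cells/well, pin-dosed with compounds and incubated 16 h. Luciferase reagent was then added, and end-point luminescence was read after 10 min at room temperature.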
LDHA block: inhibitors of human lactate dehydrogenase A; purified LDHA, NADH/diaphorase-resazurin fluorescence; active compounds read low; activity change, % (values are at about 110 or 230 µM); actives 0.15% (n = 480,000); AID 1347041; in the data active = activity change below about -30%; inconclusive = mostly about -25% to -30%;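 also: plate controls were DMSO wells for no effect and wells without enzyme for full effect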
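Remaining NADH was detected by diaphorase (0.133 mg/mL) converting 37 µM resazurin to fluorescent resorufin, read at 0 and 20 minutes. The preceding 5-minute room-temperature reaction used 2 nM LDHA, 0.2 mM sodium pyruvate and 0.06 mM NADH at pH 7.4.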
An asterisk follows results filed as active; ? = inconclusive; / = no result given; & = joins results of further samples; [ ] = remark or other dose. Unless noted, calls follow the shape of the dose curve; as a rule, active = well fitted curve in the direction sought with a large enough effect; inconclusive = small, poorly fitted or top-dose-only effect, or another doubt; inactive = no such curve, though single readings can be large; an effect the other way counts as inactive or inconclusive. Only part of the results is shown, so the mix of outcomes need not match the whole.

SMILES	IDH1 R132H inh	Vif-A3G inh	USP1-UAF1 inh	TrxR1 substrate	Vif-APOBEC3F blk	RXFP1 ag	PI4K2A inh	Glioma ERSR ind	LDHA block
COC(=O)c1c(C)oc2ccc(N(C(=O)c3ccncc3)S(=O)(=O)c3cc(C)ccc3C)cc12	-4%	-18%	-17%	2%	4%	-0.3%	5	-1%	2
CCOC(=O)C(=O)C1=C(N2CCOCC2)/C(=C\c2ccc(F)cc2)CC1	6%	-7%	-24%	-6%	0%	1.5%	8	5%	6
CC(OC(=O)Cc1coc2cc3c(cc12)CCC3)C(=O)NC(N)=O (stereo not drawn)	8%	-1%	-7%	-2%	-4%	0.5%	-3	-2%	-1
CCCn1nnnc1NCc1cccc(OC)c1	7%	1%	-16%	12%	0%	-0.9%	-2	-3%	-1
Cc1ccc(-c2nn3c(C)nnc3s2)cc1NC(=O)c1cccs1	1%	-7%	-10%	2%	-6%	0.5%	-5	0%	-10
OC[C@@H]1CN(CCN2CCOCC2)C[C@H](n2cnc3c(NC4CC4)ncnc32)O1	/	-1%	/	/	/	/	-9	-1%	-3
Cc1ccc(C)c(S(=O)(=O)N2CCN(C(=O)c3n[nH]c(=O)c4ccccc34)CC2)c1	-3%	6%	-11%	0%	11%	-0.3%	6	-5%	-2
CN(C)/C=C1\Cc2ccccc2C1=O	1%	-3%	-12%	2%[57.1 µM]	8%	2.1%	-5	0%	7
COC(=O)CSc1nnc(NC(=O)/C=C\c2ccc3c(c2)OCO3)s1	-2%	0%	-3%	-10%	-1%	1.6%	-2	-2%	-9
Cc1ccccc1NC(=O)CSc1cn(CC(=O)N2CCCCCC2)c2ccccc12	9%	5%	?	-5%	-6%	-2.0%	-5	-3%	5
CC(C)Nc1nc(NC(C)C)nc(C(=O)OCCO)n1	3%	0%	-20%	0%	2%	-0.7%	2	-4%	-1
Clc1ccc(Nc2ncn[nH]2)c(Cl)c1	0%	0%	-14%	4%[57.1 µM]	3%	-1.1%	5	1%	-7
O=C(Nc1ccccc1Cl)C1CCN(Cc2cnn(-c3ccccc3)c2-n2cccc2)CC1	7%	-2%	-15%	23%[57.1 µM]	-3%	2.8%	4	-5%	2
CCn1c2ccccc2c2cc(/C=N/NC(=O)c3cc(O)cc(O)c3)ccc21	-9%	-5%	-12%	22%[57.1 µM]	-10%	3.8%	1	0%	-2
Cc1[nH]c(=O)[nH]c(=O)c1NC(=O)c1cccs1	2%	0%	-18%	7%	2%	0.1%	0	-9%	-6
O=C(Nc1sc2c(c1C(=O)NC1CCCCC1)CCC2)c1ccco1	1%	-1%	-9%	94%[activator]	-18%	1.5%	2	-4%	0
Cc1ccc(S(=O)(=O)NCCCCCC(=O)N(C)C)cc1	0%	-1%	-1%	-1%	-11%	0.5%	4	-4%	-7
CCN(CC(=O)Nc1ccc(OC)cc1)C(=O)CN1C(=O)NC(C)(c2ccc3ccccc3c2)C1=O (stereo not drawn)	-12%	0%	-14%	-6%	-4%	-1.4%	-1	0%	-2
CCOC(=O)C(C)Sc1cnccn1 (stereo not drawn)	1%	1%	-1%	-3%	-7%	0.9%	-1	-3%	-14
O=C(Nc1ccc(Cl)cc1)C1CCN(C(=O)c2ccco2)CC1	-5%	-1%	0%	5%	-5%	0.1%	6	-4%	-12
CCCOC(=O)c1ccc(Nc2nc(C)cc(=O)[nH]2)cc1	9%	-16%	-2%	2%	3%	-0.5%	-7	2%	-1
Cc1cc(C)c2c(=O)[nH][nH]c2n1	5%	1%	-14%	-5%[11.4 µM]	17%	/	0	-5%	0
C/C(=N\N=C(N)N)c1ccc(Cl)c(Cl)c1	4%	-5%	0%	5%[57.1 µM]	11%	-0.1%	-10	-13%	-9
O=C(Cn1nnc2ccccc21)c1ccccc1	-1%	-2%	-9%	-1%	0%	3.4%	-4	5%	?
CCOc1ccc(-n2c(C)nc3cc(C(=O)NCC4CCCO4)ccc32)cc1 (stereo not drawn)	8%	2%	-11%	-1%	6%	-1.0%	-3	-4%	-3

Continued, starting with the last two of the part before.
SMILES	IDH1 R132H inh	Vif-A3G inh	USP1-UAF1 inh	TrxR1 substrate	Vif-APOBEC3F blk	RXFP1 ag	PI4K2A inh	Glioma ERSR ind	LDHA block
O=C(Cn1nnc2ccccc21)c1ccccc1	-1%	-2%	-9%	-1%	0%	3.4%	-4	5%	?
CCOc1ccc(-n2c(C)nc3cc(C(=O)NCC4CCCO4)ccc32)cc1 (stereo not drawn)	8%	2%	-11%	-1%	6%	-1.0%	-3	-4%	-3
CCOc1ccc(CCNc2cc(C)nc3ncnn23)cc1OCC	11%	-1%	-11%	-1%[57.1 µM]	1%	1.0%	3	-7%	2
CC(=O)C1C(c2cccc(Oc3ccccc3)c2)NC(=O)NC1(O)C(F)(F)F (stereo not drawn)	2%	1%	-5%	4%	-18%	2.2%	-3	-2%	-2
CN(CC(=O)Nc1cccc2c1CCCC2)S(=O)(=O)c1ccc(Cl)cc1	9%	4%	-6%	0%	-15%	2.4%	-3	-1%	-15
Cc1cccc(NC(=O)CSc2nnc(C3CC3)n2CC2CCCO2)c1 (stereo not drawn)	2%	-4%	-7%	9%[57.1 µM]	0%	-4.1%	17	-4%	3
COc1ccc(CCN2CC(C(=O)OC(C)C(=O)Nc3ccc(NC(C)=O)cc3)CC2=O)cc1OC (stereo not drawn)	-2%	1%	-2%	-9%	0%	/	-3	-3%	-4
Cc1cccc(C)c1NC(=O)C1CCCN1S(=O)(=O)c1ccccc1 (stereo not drawn)	0%&16%	-1%&4%	-31%&-2%	2%	-18%&1%	2.3%&-0.1%	-4&5	-4%&-3%	-12&4
COc1ccc([N+](=O)[O-])cc1NC(=S)NC(NC(=O)Cc1ccc(OC)c(OC)c1)C(Cl)(Cl)Cl (stereo not drawn)	2%	?	-11%	9%	?	3.5%	-1	-11%	1
CC(=O)Nc1ccc(NC(=O)Cn2nc([N+](=O)[O-])c(Br)c2C)cc1	-8%	0%	-17%	-6%[57.1 µM]	-3%	-4.1%	2	-2%	-4
O=C(CCc1ccccc1)NCc1ccc(F)cc1	0%	3%	-20%	6%	0%	0.7%	4	0%	0
NC1=NC(=O)S/C1=C\c1ccc(O)cc1	1%	0%	-19%	-15%	-9%	-1.0%	-1	2%	-5
CC1CCN(c2ccccc2NC(=O)c2ccc(N3CCOCC3)c([N+](=O)[O-])c2)CC1	-2%	1%	-1%	7%	1%	3.1%	-1	-4%	-9
Cc1ccc(CN2CCC(C)(Oc3cccc(Cl)c3)C2)cc1 (stereo not drawn)	/	0%	/	/	/	/	-3	-2%	-3
C=CCNC(=O)C(=O)c1c(-c2ccccc2)[nH]c2ccccc12	-5%	1%	-18%	-1%[57.1 µM]	0%	-0.5%	-1	0%	-2&-3
O=c1[nH]ncc(N2CCN(C(c3ccccc3)c3ccccc3)CC2)c1Cl	-5%	1%	-1%	5%[57.1 µM]	7%	0.5%	-4	-2%	1
COc1ccc(CNC(=O)CSc2ncc3c(n2)-c2ccc(Cl)cc2N(Cc2ccc(F)cc2)S3(=O)=O)cc1OC	0%	-2%	-13%	4%[57.1 µM]	?	11%	-3	-1%	1
Cc1ccc(S(=O)(=O)N(CCO)c2cc3c(s2)CCCC3)cc1	11%	0%	-18%	11%	-12%	0.2%	6	-6%	9
Cc1nc2ccc(NC(=O)c3ccc(Cl)c([N+](=O)[O-])c3)cc2s1	7%	0%	-9%	1%	0%	2.7%	-3	0%	-5
O=C(c1ccco1)N1CCN(c2ccc([N+](=O)[O-])c(N3CCOCC3)c2)CC1	-1%	3%	-14%	-5%[57.1 µM]	-18%	-0.4%	4	-1%	-9
CC(Nc1oc(-c2ccco2)nc1C#N)c1ccccc1 (stereo not drawn)	1%	-5%	-22%	51%[activator]	6%	0.7%	-5	-3%	-4
Cc1cccc(C(=O)N2CCCC(N3CCN(c4ccccc4)CC3)C2)n1 (stereo not drawn)	-5%	-3%	-21%	5%	1%	-3.7%	-9	-6%	-3

Taken from above:
CCN(CC(=O)Nc1ccc(OC)cc1)C(=O)CN1C(=O)NC(C)(c2ccc3ccccc3c2)C1=O (stereo not drawn) | TrxR1 substrate: -6%
O=C(Nc1sc2c(c1C(=O)NC1CCCCC1)CCC2)c1ccco1 | USP1-UAF1 inh: -9%

Compounds listed so far that have fluorine, in the order listed:
SMILES	IDH1 R132H inh	Vif-A3G inh	USP1-UAF1 inh	TrxR1 substrate	Vif-APOBEC3F blk	RXFP1 ag	PI4K2A inh	Glioma ERSR ind	LDHA block
CCOC(=O)C(=O)C1=C(N2CCOCC2)/C(=C\c2ccc(F)cc2)CC1	6%	-7%	-24%	-6%	0%	1.5%	8	5%	6
CC(=O)C1C(c2cccc(Oc3ccccc3)c2)NC(=O)NC1(O)C(F)(F)F (stereo not drawn)	2%	1%	-5%	4%	-18%	2.2%	-3	-2%	-2
O=C(CCc1ccccc1)NCc1ccc(F)cc1	0%	3%	-20%	6%	0%	0.7%	4	0%	0
COc1ccc(CNC(=O)CSc2ncc3c(n2)-c2ccc(Cl)cc2N(Cc2ccc(F)cc2)S3(=O)=O)cc1OC	0%	-2%	-13%	4%[57.1 µM]	?	11%	-3	-1%	1
